# TbHK1 inh = Trypanosoma brucei hexokinase 1 inhibitors, primary screen, biochemical, G6PDH-coupled NADH absorbance, MLSCN library; AID 1430, 2008; hexokinase 1 [Trypanosoma brucei]; inhibition, % at 10 µM; recombinant TbHK1, G6PDH-coupled NADH A340; hit rate 0.11% among 220,000;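 active = inhibition of 50% or more in the single-dose primary screen; inactive = inhibition below 50%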
# Runt-CBFb FRET = inhibitors of RUNX1 Runt–CBFb binding, primary screen, biochemical, FRET, Cerulean-Runt, Venus-CBFb, uHTS; Runt-related transcription factor 1 (Homo sapiens) + Core-binding factor subunit beta …; Cerulean-Runt/Venus-CBFb FRET ratio 530/480, 1 h; inhibition, % at 20 µM; hit rate 0.46% among 220,000;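 active = inhibition over about 50% at 20 µM in the single-dose screen, limit read from the data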;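 also: 0% = DMSO wells and 100% = excess unlabeled CBFb competitor control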
#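 Buffer or medium: Tris pH 7.5 buffer with BSA. Assay system: Cerulean-labeled Runt domain protein. Amount: each fluorescent fusion protein 100 nM. Read-out basis: loss of energy transfer signal. Incubation: 1 h compound exposure, room temperature. Probe or stimulus: Venus-CBFb binding partner, 100 nM. Detection: FRET, excitation 422 nm, emission at 530 and 480 nm.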
# p47phox inh = p47phox/p22phox peptide binding inhibitors, primary screen, biochemical, uHTS, NADPH oxidase regulatory subunit. Neutrophil cytosol factor 1 (Homo sapiens), P14598. fluorescence polarization, 2 h. inhibition, % at 24.7 µM. hit rate 0.53% among 220,000. AID 1274, 2008;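 active = inhibition above about 30%, limit read from the data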;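 also: 0% = p47phox with labelled peptide and 100% = labelled peptide alone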
# Target sequence (P14598 whole entry, looked up): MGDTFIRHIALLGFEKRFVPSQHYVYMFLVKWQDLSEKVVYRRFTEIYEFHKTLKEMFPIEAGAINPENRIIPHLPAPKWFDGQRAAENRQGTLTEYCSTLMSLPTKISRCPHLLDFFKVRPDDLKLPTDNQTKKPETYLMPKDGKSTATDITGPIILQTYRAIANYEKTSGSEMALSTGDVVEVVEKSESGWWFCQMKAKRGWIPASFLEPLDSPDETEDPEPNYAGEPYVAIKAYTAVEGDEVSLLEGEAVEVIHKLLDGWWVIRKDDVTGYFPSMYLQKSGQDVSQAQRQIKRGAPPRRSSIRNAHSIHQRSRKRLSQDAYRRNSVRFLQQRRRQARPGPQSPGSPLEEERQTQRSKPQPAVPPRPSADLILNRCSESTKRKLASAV
# m-calpain inh = inhibitors of pig calpain II, primary screen, biochemical, fluorogenic peptide substrate, 1536-well | purified calpain II, 30 min | inhibition, % at 16 µM | hit rate 0.37% among 220,000;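 active = inhibition above about 50%, limit read from the data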
# Runt-SMMHC FRET = inhibitors of RUNX1 Runt–CBFb-SMMHC binding, primary screen, biochemical, FRET, Cerulean-Runt, Venus-CBFb-SMMHC, uHTS | inhibition, % at 20 µM | Cerulean-Runt/Venus-CBFb-SMMHC FRET ratio 530/480, 1 h | hit rate 0.74% among 220,000 | Runt-related transcription factor 1 (Homo sapiens) + Core-binding factor subunit beta …;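 active = mean inhibition across duplicate retests at 20 µM reaching about 50%, limit read from the data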;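 also: 0% = DMSO wells and 100% = wells with excess untagged CBFb-SMMHC; inhibitors lower the FRET ratio by blocking Runt binding to CBFb-SMMHC; some results filed as inactive read as strong as hits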
# p97 ATPase inh = inhibitors of human p97 ATPase, primary screen, biochemical. Transitional endoplasmic reticulum ATPase (Homo sapiens), P55072. recombinant p97 ATPase, Kinase-Glo ATP luminescence, 3 h. inhibition, % at 8 µM. hit rate 0.42% among 220,000. AID 1481, 2009; in the data active = inhibition above about 15%;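 also: 0% = DMSO vehicle and 100% = wells lacking enzyme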
# EBV gp42 block = Epstein-Barr virus gp42 inhibitors, primary screen, biochemical, uHTS, fluorescence polarization. AID 1085, 2008. Fluorescence polarization binding assay, mP read-out. inhibition, % (tested at 21.74 µM). hit rate 0.42% among 220,000; in the data active = inhibition above about 50%
# RBBP9 inhibitor = human RBBP9 inhibitors, primary screen, biochemical, fluorescence polarization, FP-Rh probe, HTS | hit rate 0.2% among 220,000 | Serine hydrolase RBBP9 (Homo sapiens), O75884 | inhibition, % at 7.94 µM | recombinant RBBP9;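 active = inhibition above the campaign mean of all tested compounds plus 3 SD, cut at about 14% in these data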;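 also: plate controls were DMSO wells with RBBP9 for no effect and wells lacking RBBP9 protein for full effect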
#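 System: RBBP9 protein / Quantity: 2.5 µM RBBP9 dispensing solution, before mixing / Also added: Serine-hydrolase probe FP-Rh, 375 nM pre-mixing / Dosing: 7.94 µM single dose, 0.794% DMSO / Timing: enzyme-compound preincubation 30 min, then probe labeling 45 min, 25 °C / Signal: FP readout at 525/598 nm / Controls: DMSO-treated enzyme wells and wells lacking RBBP9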
# Furin inhibitor = human furin inhibitors, primary screen, biochemical, fluorescence intensity. AID 463115, 2010. hit rate 0.061% among 220,000. inhibition, % at 30 µM. purified furin, fluorogenic substrate cleavage. P09958; in the data active = inhibition above about 25%; also: inactives centre near -15
# Target sequence (P09958 108-714 limits assumed): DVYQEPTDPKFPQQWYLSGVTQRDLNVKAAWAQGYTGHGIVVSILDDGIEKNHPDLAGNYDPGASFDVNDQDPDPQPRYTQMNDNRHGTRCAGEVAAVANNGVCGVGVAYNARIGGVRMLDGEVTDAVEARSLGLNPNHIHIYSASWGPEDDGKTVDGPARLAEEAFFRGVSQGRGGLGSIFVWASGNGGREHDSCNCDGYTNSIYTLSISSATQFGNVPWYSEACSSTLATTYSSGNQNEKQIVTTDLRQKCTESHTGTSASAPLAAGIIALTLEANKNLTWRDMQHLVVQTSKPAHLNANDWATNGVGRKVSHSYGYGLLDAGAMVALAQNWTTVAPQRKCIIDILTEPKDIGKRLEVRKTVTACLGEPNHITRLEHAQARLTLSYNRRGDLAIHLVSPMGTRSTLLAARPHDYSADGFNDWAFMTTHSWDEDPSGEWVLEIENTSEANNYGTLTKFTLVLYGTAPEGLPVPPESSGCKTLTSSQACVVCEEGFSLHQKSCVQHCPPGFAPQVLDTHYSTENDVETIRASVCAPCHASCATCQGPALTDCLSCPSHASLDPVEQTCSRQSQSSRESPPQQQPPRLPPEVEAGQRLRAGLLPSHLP
# Starred values were filed as active, the others as inactive; . = not tested or not shown; [ ] = dose if it differs, or a comment.
SMILES,TbHK1 inh,Runt-CBFb FRET,p47phox inh,m-calpain inh,Runt-SMMHC FRET,p97 ATPase inh,EBV gp42 block,RBBP9 inhibitor,Furin inhibitor
CC(=O)c1ccc(NC(=O)C2CCCN(C(=O)c3ccc(Cl)cc3)C2)cc1 (stereo not drawn),-3,0,1,17,5,1,-4,-8,-23
CC(=O)c1cccc(NC(=O)CCS(=O)(=O)c2cccc3nonc23)c1,4,1,-14,-51,1,-5,-7,-11,3
Cc1ccccc1N1C(S)=C(C#N)C(=O)NC1c1ccco1 (stereo not drawn),-8,14,-15,-178,6,10,5,-6,-12
COc1cc(NC(=O)COC(=O)c2cc(S(=O)(=O)N3CCCCC3)ccc2Cl)c(C)cc1[N+](=O)[O-],-2,1,-24,-45,-1,6,-11,-7,-19
CCN(CC)c1ccc2cc(-c3nnc(-c4ccncc4)o3)c(=O)oc2c1,-4,18,-4,-246,63*,1,-234,6,-21[20 µM]
CCN(CC)S(=O)(=O)c1ccc(C(=O)N(c2ccccc2)C2C=CS(=O)(=O)C2)cc1 (stereo not drawn),9,-3,-4,13,0,-3,-1,6,-6
COc1ccc(NC(=O)c2cc(S(=O)(=O)NCC3COc4ccccc4O3)ccc2F)cc1 (stereo not drawn),-1,2,-5,4,-1,-1,0,-5,-11
Cn1nnnc1SCSc1nnnn1C,-4,1,-7,-8,1,-4,-15,-11,-20[20 µM]
Cc1cc(S(=O)(=O)N2CCCC2C(=O)N2CCOCC2)c(C)cc1Cl (stereo not drawn),5,1,-8,-28,1,3,-9,-6,-22[20 µM]
Cc1cc(C)n2c(=O)c3ccc(Cl)cc3nc2c1C#N,-5,-27,-25,-117,-48,0,-5,-5,-16
OC(COc1cccc2ccccc12)CN1CCN(c2ccccn2)CC1 (stereo not drawn),-11,-4,-2,-33,-2,0,-7,2,-19
COc1cccc(NC(=O)n2nc(N)cc2-c2ccc(Cl)cc2)c1,-5,0,-10,-13,4,6,-5,-1,-23
CCn1ncc(CNC(=O)CCCSc2nc(-c3ccco3)cc(C(F)(F)F)n2)c1C,-24,-4,-11,-28,1,-4,-10,-2,-11[20 µM]
COc1cccc(C2C3=C(CCCC3=O)Nc3nc(-c4cc(OC)c(OC)c(OC)c4)nn32)c1 (stereo not drawn),26,-3,6,-21,-4,3,-16,-9,-6
N#Cc1ccccc1Cn1cc(/C=N/Nc2ccc([N+](=O)[O-])cn2)c2ccccc21,-8,.,-52,-135,-21,2,-23,-2,-22
Cc1ccc(C(=O)/C=C/Nc2ccccc2C(N)=O)o1,-19,2,4,-93,2,-2,-11,0,-17[20 µM]
CCCCOCCCNC(=O)Cc1cccs1,5,-1,-16,-34,0,4,-15,0,-28
CN(C)N1C(N)=C(C#N)C(c2cccnc2)C2=C1CCCC2=O (stereo not drawn),13,-2,0,0,-8,7,-21,4,-12
O=C(NCc1n[nH]c(=S)n1-c1cccc(Cl)c1)c1ccc(S(=O)(=O)N2CCCC2)cc1,7,9,-7,16,5,-8,3,-8,-4
C=C[C@@](C)(O)CC[C@@H]1[C@@]2(C)CCCC(C)(C)[C@@H]2CC[C@@]1(C)O,-10,-1,-1,14,-8,-9,-16,-5,5
CN(C)c1nc(C(=O)NN)nc(N(C)C)n1,-7,3,7,-1,0,-1,-20,-10,-17[20 µM]
N#Cc1cccc(NC(=O)CN2C(=O)NC(Cc3ccccc3)C2=O)c1 (stereo not drawn),-4,0,-12,-16,0,5,-9,-7,1
CCN1CCOC(CC(=O)Nc2ccc([N+](=O)[O-])cc2)C1=O (stereo not drawn),-28,4,-12,-6,3,9,-17,1,-11
COC(=O)c1ccccc1NC(=O)CSc1nnc(-c2cccc(NC(C)=O)c2)n1C,-1,2,-13,-10,-2,-4,-10,-3,-10
COc1ccc(C(=O)NNC2=CC(=O)CC(C)(C)C2)cc1OC,-8,4,-11,-5,2,4,-17,-6,-37

# Another view of part of the listing above.
CC(=O)c1cccc(NC(=O)CCS(=O)(=O)c2cccc3nonc23)c1
  TbHK1 inh: 4
  Runt-CBFb FRET: 1
  p47phox inh: -14
  m-calpain inh: -51
  Runt-SMMHC FRET: 1
  p97 ATPase inh: -5
  EBV gp42 block: -7
  RBBP9 inhibitor: -11
  Furin inhibitor: 3
N#Cc1cccc(NC(=O)CN2C(=O)NC(Cc3ccccc3)C2=O)c1 (stereo not drawn)
  TbHK1 inh: -4
  Runt-CBFb FRET: 0
  p47phox inh: -12
  m-calpain inh: -16
  Runt-SMMHC FRET: 0
  p97 ATPase inh: 5
  EBV gp42 block: -9
  RBBP9 inhibitor: -7
  Furin inhibitor: 1
COc1cc(NC(=O)COC(=O)c2cc(S(=O)(=O)N3CCCCC3)ccc2Cl)c(C)cc1[N+](=O)[O-]
  TbHK1 inh: -2
  Runt-CBFb FRET: 1
  p47phox inh: -24
  m-calpain inh: -45
  Runt-SMMHC FRET: -1
  p97 ATPase inh: 6
  EBV gp42 block: -11
  RBBP9 inhibitor: -7
  Furin inhibitor: -19
COc1ccc(C(=O)NNC2=CC(=O)CC(C)(C)C2)cc1OC
  TbHK1 inh: -8
  Runt-CBFb FRET: 4
  p47phox inh: -11
  m-calpain inh: -5
  Runt-SMMHC FRET: 2
  p97 ATPase inh: 4
  EBV gp42 block: -17
  RBBP9 inhibitor: -6
  Furin inhibitor: -37

# The results go on.
SMILES,TbHK1 inh,Runt-CBFb FRET,p47phox inh,m-calpain inh,Runt-SMMHC FRET,p97 ATPase inh,EBV gp42 block,RBBP9 inhibitor,Furin inhibitor
CC(NC(=O)c1ccccc1F)c1nnc(SCc2nc3ccccc3c(=O)[nH]2)n1C (stereo not drawn),0,3,1,-8,-3,2,-13,-1,-21
COc1ccccc1/C=C\C=N\NC(=O)CCn1nnc2ccccc21,-33,-1,10,25,-1,1,3,-3,2
O=C(NC(=S)Nc1ccccn1)c1ccco1,-5,2,-8,14,-4,-6,-9,-4,7
CCOc1ccc(N2CC(C(=O)NCc3ccc(C)n3C)CC2=O)cc1 (stereo not drawn),-12,-1,-8,-25,2,0,-8,-5,-20
CCC(=O)N(C)CCc1cc2c(c(OC)c1/C=N/Nc1ccc(C(=O)O)cc1)OCO2,-29,4,2,17,1,-2,-7,-7,-7
CCC(NC(=O)c1ccc([N+](=O)[O-])cc1[N+](=O)[O-])c1ccccc1 (stereo not drawn),-6,1,-4,-20,-3,-4,-4,-11,-7[20 µM]
Cc1ccc(S(=O)(=O)Cn2cnnn2)cc1,1,-1,-6,-3,1,6,-17,4,-13
CC1Cc2ccccc2N1C(=O)CSc1nnc(C2CC2)n1C (stereo not drawn),0,0,-13,11,4,-2,-12,-2,-13
CC(C)[C@H](NC(N)=O)C(=O)NNC(=O)COc1cccc(C(F)(F)F)c1,-1,-6,-1,20,1,-2,-46,-3,-15
COc1cc2c(cc1OC)C(C(=O)NCCN(C)C)C(c1cccs1)N(C)C2=O (stereo not drawn),-3,0,-12,-9,1,7,-13,0,-13
CC1CC(=O)N(c2ccc(NCCc3ccc(O)cc3)c([N+](=O)[O-])c2)C1=O (stereo not drawn),-1,-3,2,30,0,4,-4,-7,-15
CN(NC1OC(=O)c2ccccc21)c1ccc(C(F)(F)F)cc1[N+](=O)[O-] (stereo not drawn),-36,0,-2,1,-4,1,-2,-4,5
CC1(C)C([N+](=O)[O-])C(c2ccc(F)cc2)NC(c2ccc(F)cc2)C1[N+](=O)[O-] (stereo not drawn),0,-2,-8,27,0,-9,-6,1,-16
CCOc1cc(C(=O)Nc2ccc(C)cc2C)ccc1OCC(=O)N1CCCCC1,0,0,-3,0,2,3,-14,-4,-6
CCCCCOc1ccc(C(=O)NCCC(=O)NCCCC(=O)OCC)cc1,-6,-3,-9,-4,1,0,-22,-5,-26
CC(=O)c1cccc(NC(=O)C(C)N2CCc3ccccc3C2)c1 (stereo not drawn),-2,1,-5,-2,2,-1,-6,-2,-10
N#CC1=C(N)OC2=C(C(=O)CCC2)C1c1ccncc1 (stereo not drawn),1,-3,2,-42,-1,3,-12,-2,-14
CCOC(=O)CCc1c(C)c2ccc(OCc3cc([N+](=O)[O-])ccc3OC)cc2oc1=O,-19,0,-24,7,-2,-3,-19,-4,-5
CCN=C1SC(CC(N)=O)C(=O)N1CC (stereo not drawn),-6,2,-8,-21,1,4,-11,-4,-37
O=C(O)CCCC(=O)NCc1ccccn1,1,1,-5,3,-3,6,-11,0,-18[20 µM]
CC1CCCCC12NC(=O)N(Cn1nnc3ccccc3c1=O)C2=O (stereo not drawn),0,-1,-14,-10,3,7,-9,-7,-19
Cc1ccc(C)c2c1[nH]c1ccccc12,-8,1,-10,-23,1,3,2,-1,-15[20 µM]
CCOc1ccc(N2CC(C(=O)NCCCN3CCOCC3)CC2=O)cc1 (stereo not drawn),6,1,-1,-5,6,-4,-5,-3,-15[20 µM]
Cc1ccccc1CNc1ccc(C(CC(N)=O)NC(=O)c2ccc(Br)cc2)cc1[N+](=O)[O-] (stereo not drawn),40,-2,20,-9,-4,.,-15,.,-19
COc1ccc(/C=N/Nc2nncc3ccccc23)c(OC)c1,-19,1,-3,23,2,-3,3,-3,-3

# (further entries)
SMILES,TbHK1 inh,Runt-CBFb FRET,p47phox inh,m-calpain inh,Runt-SMMHC FRET,p97 ATPase inh,EBV gp42 block,RBBP9 inhibitor,Furin inhibitor
N#CCSc1nc2c(c(=O)n1Cc1ccccc1)C1(CCCC1)Cc1ccccc1-2,25,3,-4,13,1,1,-2,-6,-1[20 µM]
Cc1ccc(-c2nn(CCC(=O)NN3CCOCC3)c(=O)c3ccccc23)cc1,3,0,-6,0,-3,2,1,-6,-6
Cc1cc2c(=O)n(CC(=O)NCC(=O)N3CCN(Cc4ccccc4)CC3)cnc2s1,-3,0,-7,-22,0,2,-15,-5,-17
CC1(C)Cc2c(c(N3CCOCC3)nc3sc4c(NCC5CCCO5)nnnc4c23)CS1 (stereo not drawn),-17,0,-10,-12,-3,14,-1,-1,-5
COc1cc(CNC23CC4CC(CC(C4)C2)C3)ccc1OCc1ccccc1,0,-1,-18,-14,-3,4,-2,-2,-23
COc1ccc(NS(=O)(=O)c2ccc3c(c2)NC(=O)CO3)cc1,-2,-2,-3,-8,1,8,-15,-3,-14
CC(=O)Nc1sc2c(c1C(N)=O)CCN(Cc1ccccc1)C2,-11,9,-8,2,130*,-4,-9,-11,-17
COc1ccccc1N1CCN(S(=O)(=O)c2ccc(-n3cnnn3)c(C)c2)CC1,-3,0,-7,20,-1,-4,-4,-1,-5
O=c1oc2ccc3ccccc3c2cc1-c1nnc(-c2cccs2)o1,4,19,7,-269,58*,2,-21,0,-27
CC1(C)CC(=O)/C(=C(\O)c2ccccc2)C(=NCCO)C1,-14,0,-10,3,-1,4,6,1,-17
O=C(CSc1nnc(SCc2cccc3ccccc23)s1)N/N=C/c1c[nH]c2ccccc12,-19,-7,-43,-43,-21,-1,6,-2,-1
CC(=O)N(c1c(C)n(C)n(-c2ccccc2)c1=O)C1(C(=O)NC2CCCCC2)CCCCC1,15,0,-4,-14,-3,-6,2,-1,-8[20 µM]

# Screens from PubChem BioAssay.
